Bioassay records as filed in PubChem BioAssay.
POLB inh: DNA polymerase beta (human) inhibition | Potency, µM (titrated, usually from 114 µM), for inactives: top-dose activity change, negative = inhibition, hits mostly inhibitors | P06746 | hit rate 1.3% among 340,000 | Pol beta primer extension/strand displacement, fluorescence kinetic; also: potency is read from the fitted curve at half-maximal effect; % is scaled to controls: 0 for no effect and ±100 for the full control effect
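Pol beta (10 nM) was preincubated with compound for 15 min at room temperature. The reaction was then started with 50 nM substrate and read immediately and after a further 10 min at room temperature.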
POLH inh: blocks human DNA polymerase eta activity. Q9Y253. recombinant Pol eta, fluorescent DNA replication assay. Potency, µM (highest dose often 114 µM), for the others: at the highest dose activity change, negative = inhibition, actives largely listed as inhibitors. hit rate 1.2% among 390,000; also: potency is read from the fitted curve at half-maximal effect; % is scaled to controls: 0 for no effect and ±100 for the full control effect
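Pol eta at 10 nM preincubated with compounds 15 min at room temperature; reaction started with fluorescent substrate (50 nM final) and read kinetically at 0 and 10 min.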
Anesthetic bind: binds horse apoferritin like a general anesthetic; hit rate 0.074% among 350,000; P02791; AID 485281; Potency, µM (highest dose often 77.5 µM), inactives show at the top dose activity change, negative = displacement, most hits filed as inhibitors; apoferritin/1-aminoanthracene competitive binding, fluorescence; also: potency is read from the fitted curve at half-maximal effect; % is scaled to controls: 0 for no effect and ±100 for the full control effect; nearly all actives have a fitted effect of over 20% in size
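Apoferritin-based anesthetic binding model; compound displacement of fluorescent 1-AMA measured as endpoint fluorescence after 10 minutes at room temperature, scaled to free-ligand and complex controls.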
PGK inhibitor: blocks T. brucei phosphoglycerate kinase | P07378 | PGK/GAPDH coupled, Kinase-Glo luminescence, 60 min | Potency, µM (series often up to 57.5 µM), without a hit: at the highest dose activity change, negative = inhibition, hits mostly inhibitors | hit rate 0.043% among 380,000 | AID 602233; also: potency is read from the fitted curve at half-maximal effect; % is scaled to controls: 0 for no effect and ±100 for the full control effect; nearly all actives have a fitted effect of over 60% in size
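Recombinant glycosomal PGK reaction used 1,3-bisphosphoglycerate generated in-well by GAPDH (100nM final) in 100mM TEA pH 7.6, 5mM MgCl2, 0.01% Tween-20. After 60 minutes at room temperature, ATP was read by Kinase-Glo Plus luminescence end-point.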
BLM inh: blocks DNA unwinding by human BLM helicase. P54132. hit rate 0.2% among 350,000. AID 2528. recombinant BLM DNA unwinding, fluorescence dequenching. Potency, µM (doses to about 56.1 µM), without a hit: at the highest dose activity change, negative = inhibition, hits mostly inhibitors;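 also: potency is read from the fitted curve at half-maximal effect; plate controls were vehicle for no effect and no enzyme for full effect; nearly all actives have a fitted effect of over 35% in size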
APEX1 inh: blocks human APE1 abasic DNA cleavage; P27695; recombinant APE1, TAMRA/BHQ-2 abasic DNA cleavage fluorescence; Potency, µM (doses to about 65.8 µM), inactives show at the top dose activity change, negative = inhibition, actives largely listed as inhibitors; hit rate 0.35% among 350,000;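 also: potency is read from the fitted curve at half-maximal effect; plate controls were vehicle for no effect and reference inhibitor for full effect; nearly all actives have a fitted effect of over 55% in size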
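Incision of a quenched TAMRA/BHQ-2 THF abasic-site duplex (50 nM) by 0.75 nM APE1, after 15 min compound preincubation, measured as fluorescence increase over three 60 s reads. Values normalized to buffer, DMSO and NSC13755 control wells.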
Pol iota inh: inhibitors of human DNA polymerase iota; Pol iota fluorescent replication assay, 10 min; hit rate 1% among 390,000; Potency, µM (top dose mostly 115 µM), for inactives: top-dose activity, negative = inhibition, usual class: inhibitors; also: potency is read from the fitted curve at half-maximal effect
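Pol iota at 10 nM preincubated 15 min with compounds at room temperature; reaction started with fluorescent substrate, 50 nM final. Fluorescence read kinetically at 0 and 10 min; buffer-only wells as negative control.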
POLK inh: blocks human DNA polymerase kappa activity; Q9UBT6; hit rate 0.53% among 400,000; purified Pol kappa, fluorescent DNA synthesis assay, 10 min; Potency, µM (top dose mostly 107 µM), inactives show top-dose activity, negative = inhibition, most hits filed as inhibitors; also: potency is read from the fitted curve at half-maximal effect; % is scaled to controls: 0 for no effect and ±100 for the full control effect
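Pol kappa 10 nM + cpd, 15 min RT; start w/ substrate 50 nM final; fluorescence kinetic read, 0 and 10 min. Neg ctrl: buffer, no enzyme.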
RXFP1 antag: blocks the human relaxin receptor RXFP1. HEK293-RXFP1, relaxin-stimulated cAMP HTRF, 30 min; stronger effect = lower value. activity change, negative = inhibition, % at 57.5 µM. hit rate 0.59% among 350,000. AID 1259400;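 active = activity change of -60% or lower, but not beyond a set lower limit; inconclusive = change between -60% and -40%, or beyond the set limit; inactive = change above -40%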; also: % is scaled to controls: 0 for no effect and ±100 for the full control effect
The depositor's hits bear a star; i = inactive; ? = inconclusive; . = not tested or not shown; & = joins results of further samples; [ ] = another dose, or the depositor's remark. Unless noted, calls follow the shape of the dose curve; as a rule, active = well fitted curve in the direction sought with a large enough effect; inconclusive = small, poorly fitted or top-dose-only effect, or another doubt; inactive = no such curve, though single readings can be large; an effect the other way counts as inactive or inconclusive.

SMILES	POLB inh	POLH inh	Anesthetic bind	PGK inhibitor	BLM inh	APEX1 inh	Pol iota inh	POLK inh	RXFP1 antag
Cc1ccc(-c2nc(CS(=O)CC(=O)N3CCN(c4ccccc4)CC3)c(C)o2)cc1 (stereo not drawn)	11%&15%	-17%&-20%	5%&-18%	-9%	-2%&-5%	50%[activator]	19%&24%	4%&-1%	6&-10
CNc1ncnc2c1cnn2C1CCCCO1 (stereo not drawn)	.	-14%	.	i	.	.	119%[activator]	-1%	-19
CCN(CCn1cccn1)Cc1ccccc1OCC(O)CN1CCc2ccccc2C1 (stereo not drawn)	-24%	-15%	-7%	i	-8%	2%	-22%	11%	3
Cn1cccc1C(=O)OCC(=O)Nc1ccc2c(c1)CCC2	2%	-10%	-22%	-11%	-1%	3%	10%	-5%	-6
Cc1cc(=O)oc2ccc(OCC(=O)O)cc12	-1%	-7%	9%	8%	1%	1%	-3%	-3%	-10
Cc1cc(C)c(OCC(=O)OCC(=O)NC2CCC(C)CC2)c(C)c1 (stereo not drawn)	.	-19%	.	3%	.	9%	4%	-2%	-2
COCCCNC(=O)CSc1nc2cc(OC)c(OC)cc2c2nc(-c3ccccc3)nn12	1%	0%	2%	i	-3%	.	-5%	7%	.
COc1cc(/C=C/C(=O)OCC(=O)N2CCCC2)ccc1OCC#N	.	1%	.	-5%	.	35%	-21%	1%	0
CC1(C)CC(=O)C=C(N2CCN(C3=CC(=O)CC(C)(C)C3)CC2)C1	34%	.	-11%	.	-3%	13%	.	.	.
CCOC(=O)c1c(C)[nH]c(C)c1C(=O)CN1C(=O)NC(CC(C)C)C1=O (stereo not drawn)	11%	3%	-1%	-3%	-1%	-3%	16%	-12%	-1
CN1CCN(C(=O)C(=O)Nc2c3c(nn2-c2ccc(Cl)cc2)CSC3)CC1	7%	-14%	-3%	-3%	3%	.	34%[activator]	0%[60.1 µM]	-1
Cc1cccc(NC(=O)C2CCN(C(=O)NCc3ccccc3)CC2)c1C	-28%	-6%	-7%	i	-2%	42%	13%	-3%	-17
CCN1CCN(c2ncc3c(n2)CCN(Cc2ccc(OC)c(OC)c2)C3)CC1	27%	0%	5%	1%	5%	.	21%	-8%[60.1 µM]	-12
Cc1cc(C)c(S(=O)(=O)c2ccccc2C)c(Cl)n1	3%	-6%	?	i	-3%	-1%	-3%[58.9 µM]	-7%	-1
Cc1ccc(C)c(OCC(O)CN2C(C)CCCC2C)c1 (stereo not drawn)	-17%	-1%	-3%	4%	5%	2%	?	-6%	4
Cc1cc(Nc2ccccc2C)n2nc(Cc3ccc(Cl)cc3)nc2n1	0%	-24%	?	-7%	-3%	.	12%	-9%	.
CS(=O)(=O)N(CC(=O)NCc1ccco1)c1ccccc1Cl	0%	1%	-2%	-6%	1%	5%	12%	-3%	-9
COc1ccc(OCC(=O)NNC(=O)CCc2ccccc2)cc1	1%	7%	-10%	-5%	-2%	-4%	22%	-2%	-8
Cc1ccc(S(=O)(=O)NC(=O)Nc2cc(C(C)(C)C)on2)cc1	-23%	-13%	-12%	7%	-2%	1%	6%[58.9 µM]	-12%	3
CN(C)CCCN(C(=O)C1COc2ccccc2O1)c1nc2ccc(F)cc2s1 (stereo not drawn)	-1%	-4%	-5%	-3%	-6%	-3%	17%	6%	-4
Cc1ccc(C(OCC(O)CNCc2ccc(F)cc2)c2ccccc2)cc1 (stereo not drawn)	?	-17%	8%	.	-20%	7%	-34%	?	?
C=CCN1C(=O)C(O)(CC(=O)c2ccco2)c2cc(Br)ccc21 (stereo not drawn)	1%	-10%	-4%	-14%	2%	?	-8%	8%	-9
Cc1cc(C)c2[nH]c3nc(SCC(=O)O)nnc3c2c1	11%	7%	-12%	0%	3%	4%	-10%	-2%	5
O=C(CCNC(=O)N1CC(=O)Nc2ccccc21)NCc1ccc(F)cc1	6%	-15%	-4%	-4%	0%	18%	-13%	7%	-4

An excerpt from above in order of the Anesthetic bind value, ascending.
SMILES,Anesthetic bind
COc1ccc(OCC(=O)NNC(=O)CCc2ccccc2)cc1,-10%
CN(C)CCCN(C(=O)C1COc2ccccc2O1)c1nc2ccc(F)cc2s1 (stereo not drawn),-5%
O=C(CCNC(=O)N1CC(=O)Nc2ccccc21)NCc1ccc(F)cc1,-4%
CS(=O)(=O)N(CC(=O)NCc1ccco1)c1ccccc1Cl,-2%

Continued:
SMILES	POLB inh	POLH inh	Anesthetic bind	PGK inhibitor	BLM inh	APEX1 inh	Pol iota inh	POLK inh	RXFP1 antag
C=CCn1c(-c2sccc2C)n[nH]c1=S	19%	-17%	3%	-10%	0%	-3%	-9%	-15%	-1
Nc1nc(NCc2ccccc2)nc(Nc2cccc(F)c2)c1[N+](=O)[O-]	23%	5%	-8%	-4%	-3%	13%	5%	0%	6
CCOC(=O)N1CCN(C(=O)c2ccc3c(=O)n(Cc4ccc(Cl)cc4)c(=S)[nH]c3c2)CC1	-16%	-20%	-12%	-6%	-4%	9%	22%	-7%	-8
CCC(=O)N1CCc2cc(S(=O)(=O)CCC(=O)NCc3cccs3)ccc21	3%	2%	-7%	5%	-1%	-2%	-12%	-17%	-4
CCCS(=O)(=O)N1CCc2ccc(NC(=O)c3ccccc3Cl)cc2C1	3%	-22%	-17%	-2%	-11%	19%	50%[activator]	4%	8
CCCC1=NN2C(=N)/C(=C\c3cc(C)n(Cc4ccccc4)c3C)C(=O)N=C2S1	1%	-13%	5%	-6%	-8%	-4%	20%	-23%	8
c1ccc(CCc2ccncc2)cc1	0%	-12%	?	i	-2%	-7%	54%[activator]	3%	11
O=[N+]([O-])c1ccc(COc2cccnc2)cc1	0%	-12%	?	-4%	-4%	-1%	90%[activator]	-7%	-1
O=C1NC(=Nc2ccc(F)cc2)CS1	1%	-6%	-3%	-1%	-1%	6%	31%[activator]	-9%	8
O=C(CCl)Nc1cccc(Oc2cnccn2)c1	4%	-3%	-9%	-2%	-3%	-5%	19%	10%	13
COc1ccccc1N(CC(=O)Nc1c(C)n(C)n(-c2ccccc2)c1=O)S(=O)(=O)c1ccc(C)cc1	-5%	-6%	-3%	6%	-2%	-11%	3%	9%[60.1 µM]	0
CCOC(=O)c1c(C)[nH]c(C)c1S(=O)(=O)N(C)CC(=O)Nc1cccc(C)c1	46%[activator]	-6%	-3%	2%	-1%	4%	-5%	-18%	12

Grouped by structure: the entries above containing a nitro group on carbon.
SMILES	POLB inh	POLH inh	Anesthetic bind	PGK inhibitor	BLM inh	APEX1 inh	Pol iota inh	POLK inh	RXFP1 antag
Nc1nc(NCc2ccccc2)nc(Nc2cccc(F)c2)c1[N+](=O)[O-]	23%	5%	-8%	-4%	-3%	13%	5%	0%	6
O=[N+]([O-])c1ccc(COc2cccnc2)cc1	0%	-12%	?	-4%	-4%	-1%	90%[activator]	-7%	-1

Going on with the list:
SMILES	POLB inh	POLH inh	Anesthetic bind	PGK inhibitor	BLM inh	APEX1 inh	Pol iota inh	POLK inh	RXFP1 antag
CCOc1ccc(C(=O)Nc2nnc(C)s2)cc1OCC	3%	-9%	-11%	-2%	-1%	-6%	-7%	4%	-11
COC(=O)C1=C(N)OC2=C(C(=O)CCC2)C1c1cccnc1 (stereo not drawn)	?	-3%	-9%	8%	-1%	-3%	43%[activator]	0%	7
Cc1ccc(S(=O)(=O)NCC(=O)N(CC(=O)NCC2CCCO2)C2CCCC2)cc1 (stereo not drawn)	2%	-17%	-13%	8%	2%	-2%	8%	-6%	5
O=C(CN1C(=O)CCS(=O)(=O)c2ccccc21)NCc1ccccc1	4%	-5%	14%	5%	1%	-4%	2%	6%	2
O=C(CC(c1ccccc1)c1ccccc1O)NCc1ccco1 (stereo not drawn)	23%	-1%	-12%	-3%	-1%	12%	1%	-10%	-1
CC(=O)c1ccc(NC(=O)NNS(=O)(=O)c2ccc(F)cc2)cc1	-25%	-2%	-2%	13%	-5%	28%	19%	-5%	-5
COc1ccc(-n2cc(C(=O)OCc3ccc(F)c(F)c3)c3ccccc3c2=O)cc1	11%	-7%	49%[activator]	10%	0%	.	-7%	-13%[60.1 µM]	4
CS(=O)(=O)c1ccc(C(=O)N2CCN(S(=O)(=O)c3ccc(C4CCCCC4)cc3)CC2)cc1	.	-16%	.	-1%	.	.	23%	-9%	-8

Reformatted bar-delimited: entries from further up
SMILES | POLB inh | POLH inh | Anesthetic bind | PGK inhibitor | BLM inh | APEX1 inh | Pol iota inh | POLK inh | RXFP1 antag
COc1ccc(-n2cc(C(=O)OCc3ccc(F)c(F)c3)c3ccccc3c2=O)cc1 | 11% | -7% | 49%[activator] | 10% | 0% | . | -7% | -13%[60.1 µM] | 4
CC(=O)c1ccc(NC(=O)NNS(=O)(=O)c2ccc(F)cc2)cc1 | -25% | -2% | -2% | 13% | -5% | 28% | 19% | -5% | -5
COC(=O)C1=C(N)OC2=C(C(=O)CCC2)C1c1cccnc1 (stereo not drawn) | ? | -3% | -9% | 8% | -1% | -3% | 43%[activator] | 0% | 7

A portion of the library; count on the stated rates, not on these rows.
